Source: PubChem BioAssay
hK5 inh – blocks human kallikrein 5 protease activity; Q9Y337; recombinant hK5, fluorogenic AMC substrate cleavage; inhibition, % at 5 µM; 210,000 compounds, 0.59% hits;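 active = inhibition of 40% or more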;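 note: 0% = enzyme controls without compound and 100% = no-enzyme blanks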
p97 ATPase inh – blocks human p97 ATPase activity; 220,000 compounds, 0.42% hits; P55072; recombinant p97 ATPase, Kinase-Glo ATP luminescence, 3 h; inhibition, % at 8 µM; AID 1481; in the data active = inhibition above about 15%;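 note: 0% = DMSO vehicle and 100% = wells lacking enzyme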
eIF4E-4G inh – blocks eIF4E binding to eIF4G. AID 782. TR-FRET eIF4E-eIF4GI(517-606) binding, 2 h. inhibition, % at 21.7 µM. 220,000 compounds, 0.37% hits;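 active = inhibition above about 30%, limit read from the data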;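 note: 0% = full FRET control wells and 100% = background wells lacking eIF4GI fragment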
Target sequence (P63073 whole entry, looked up, the tested form may be a part): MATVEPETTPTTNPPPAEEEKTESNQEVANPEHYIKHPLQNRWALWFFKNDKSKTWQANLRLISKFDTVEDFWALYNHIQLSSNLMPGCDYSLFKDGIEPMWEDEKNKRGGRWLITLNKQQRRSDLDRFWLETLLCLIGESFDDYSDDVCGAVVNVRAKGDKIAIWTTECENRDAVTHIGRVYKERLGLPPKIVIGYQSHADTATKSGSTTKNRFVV
Target sequence (Q04637 whole entry, looked up, the tested form may be a part): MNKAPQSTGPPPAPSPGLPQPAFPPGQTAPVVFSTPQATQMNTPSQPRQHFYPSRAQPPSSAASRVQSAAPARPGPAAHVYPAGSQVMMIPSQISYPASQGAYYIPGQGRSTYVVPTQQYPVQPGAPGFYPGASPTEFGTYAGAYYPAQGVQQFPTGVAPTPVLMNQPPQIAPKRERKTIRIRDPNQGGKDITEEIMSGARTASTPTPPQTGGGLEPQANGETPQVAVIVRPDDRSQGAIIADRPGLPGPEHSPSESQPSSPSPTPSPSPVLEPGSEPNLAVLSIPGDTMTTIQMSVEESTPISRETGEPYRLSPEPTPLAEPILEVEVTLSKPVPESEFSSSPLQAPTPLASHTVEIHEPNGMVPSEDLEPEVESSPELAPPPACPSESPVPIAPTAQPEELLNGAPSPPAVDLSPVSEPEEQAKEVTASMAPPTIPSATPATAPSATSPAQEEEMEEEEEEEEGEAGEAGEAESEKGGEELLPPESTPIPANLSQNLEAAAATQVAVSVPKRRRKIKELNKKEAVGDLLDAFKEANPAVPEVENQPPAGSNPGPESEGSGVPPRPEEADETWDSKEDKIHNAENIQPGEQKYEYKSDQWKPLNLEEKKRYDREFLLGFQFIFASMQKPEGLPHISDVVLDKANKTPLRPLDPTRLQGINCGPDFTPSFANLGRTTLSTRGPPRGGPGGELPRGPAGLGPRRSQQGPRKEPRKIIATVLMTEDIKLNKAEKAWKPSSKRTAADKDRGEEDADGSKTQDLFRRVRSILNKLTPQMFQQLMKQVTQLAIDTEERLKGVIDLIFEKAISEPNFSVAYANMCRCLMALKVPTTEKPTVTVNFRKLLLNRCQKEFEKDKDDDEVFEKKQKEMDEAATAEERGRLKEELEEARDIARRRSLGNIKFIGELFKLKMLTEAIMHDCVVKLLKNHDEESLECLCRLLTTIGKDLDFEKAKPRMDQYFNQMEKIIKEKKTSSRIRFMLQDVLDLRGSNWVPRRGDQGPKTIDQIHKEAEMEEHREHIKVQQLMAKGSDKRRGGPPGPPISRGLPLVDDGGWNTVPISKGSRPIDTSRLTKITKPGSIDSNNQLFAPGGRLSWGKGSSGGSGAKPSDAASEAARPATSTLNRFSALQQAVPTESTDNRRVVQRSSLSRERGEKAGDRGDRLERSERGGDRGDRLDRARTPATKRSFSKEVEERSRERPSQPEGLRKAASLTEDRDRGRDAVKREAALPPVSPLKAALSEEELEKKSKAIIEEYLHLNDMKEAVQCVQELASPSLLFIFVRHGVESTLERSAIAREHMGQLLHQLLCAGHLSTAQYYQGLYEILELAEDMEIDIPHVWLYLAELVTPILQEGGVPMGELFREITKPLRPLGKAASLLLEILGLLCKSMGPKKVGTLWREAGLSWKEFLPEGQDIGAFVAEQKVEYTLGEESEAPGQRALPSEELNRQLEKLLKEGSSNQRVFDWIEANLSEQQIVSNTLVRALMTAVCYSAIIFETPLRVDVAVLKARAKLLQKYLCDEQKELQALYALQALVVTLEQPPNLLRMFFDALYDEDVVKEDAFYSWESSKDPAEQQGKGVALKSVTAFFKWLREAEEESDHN
MDM2 E3 inh – inhibitors of human Mdm2 E3 ubiquitin ligase | Q00987 | cell-based MDM2 ubiquitination luciferase reporter, 2 h; 0 = plate control, 100 = twice control, blank-subtracted | signal enhancement, % at 5 µM | 210,000 compounds, 0.11% hits;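 active = signal enhancement of 30% or more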;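 note: luminescence tracks abundance of the self-degrading MDM2-luciferase fusion protein; higher signal means inhibition of MDM2 E3 ligase activity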
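test system = mammalian cells stably expressing self-ubiquitinating, self-degrading MDM2 E3–luciferase fusion | quantity = 2000 cells/well | incubation = cell settling 4 h, compound treatment 2 h, both 37 °C | signal = luminescence with SteadyLite reagent, 15 min at room temperature | evaluation = % enhancement relative to plate controls after blank subtraction | benchmarks = plate controls and plate blanks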
Rad51 HR inh – blocks human Rad51 in homologous recombination; inhibition, % at 10 µM; hRad51 DNA strand exchange, fluorescence dequenching; Q06609; AID 1385; 200,000 compounds, 0.085% hits;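 active = inhibition above 40% at the single screening dose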;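 note: 0% = DMSO control wells and 100% = blanks with heterologous ssDNA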
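Material: human Rad51–ssDNA filaments; Probe or stimulus: labelled 47-mer dsDNA for strand exchange; Doses: single 10 µM dose; Incubation: 37 °C 15-min filament assembly, 30-min compound preincubation, 15-min exchange; Technique: FRET fluorescence dequenching, excitation 485 nm, emission 520 nm; Measure: Fluorescence-based percent inhibition, control- and blank-normalised; Benchmarks: plate control and blank wells.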
14-3-3 Bad inh – disrupts binding of bovine 14-3-3 zeta to phospho-Bad peptide; AID 781; inhibition, % at 21.7 µM; TR-FRET 14-3-3zeta/Dy647-pBad peptide displacement, 1 h; P63103; 220,000 compounds, 0.71% hits;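 active = inhibition above about 70%, limit read from the data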;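 note: 0% = full 14-3-3 plus peptide FRET controls and 100% = background without 14-3-3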
FXIa inh 1536 – blocks human coagulation factor XIa protease activity; P03951; purified FXIa, Boc-Glu-Ala-Arg-AMC fluorogenic substrate; inhibition, % at 5 µM; 220,000 compounds, 0.14% hits;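 active = inhibition of at least 40%; inactive = inhibition below 40%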;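 note: fluorescence of freed AMC excited at 355 nm; 0% = enzyme without compound and 100% = no enzyme blank; many of its hits are not listed in these tables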
FXIIa inh 1536 – factor XIIa (human) inhibition. P00748. purified FXIIa, Boc-QGR-AMC fluorogenic substrate, 2 h. inhibition, % at 5 µM. 220,000 compounds, 0.3% hits; in the data active = inhibition above about 40%;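 note: 0% = enzyme with no compound and 100% = blank without enzyme; many of its hits are not listed in these tables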
Wee1 degr inh – blocks degradation of human Wee1 kinase | P30291 | HeLa Luc-Wee1K328M stability, luciferase luminescence; 100% = proteasome inhibitor MG132 effect | reporter increase, % at 5 µM | 220,000 compounds, 1.2% hits | AID 1321;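 active = activation above the mean of all tested compounds plus 3 SD, set per screening run, cut at about 8.8% in these data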;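 note: cells exposed to compound for 20 h before luminescence read; 0% = DMSO alone and 100% = MG132 at 30 µM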
Active calls of the source: *; [ ] = dose if it differs, or a comment. Random draw from the library (roughly 3.5% active in at least one column).

OCC(Cc1ccccc1)Nc1c2ccccc2nc2ccccc12 (stereo not drawn) was read as hK5 inh -15, p97 ATPase inh 6, eIF4E-4G inh 25, MDM2 E3 inh 6, Rad51 HR inh 12, 14-3-3 Bad inh 9[fluorescence artefact?], FXIa inh 1536 6, FXIIa inh 1536 7 and Wee1 degr inh -1.
C=C(C)CC1N(c2cccc(OC)c2)C(=O)C2C(C(=O)O)C3C=CC21O3 (stereo not drawn) was read as hK5 inh 45*, p97 ATPase inh -7, eIF4E-4G inh 4, MDM2 E3 inh -12, Rad51 HR inh -6, 14-3-3 Bad inh -2, FXIa inh 1536 -8, FXIIa inh 1536 -4 and Wee1 degr inh 0.
`CN(C)S(=O)(=O)c1cccc(N2C(=O)CC3(CCCCC3)CC2=O)c1` gave p97 ATPase inh -1, eIF4E-4G inh 5, 14-3-3 Bad inh 5, FXIa inh 1536 11, FXIIa inh 1536 23 and Wee1 degr inh 3.
Screening COc1ccc(C(=O)NC(=S)Nc2cccc3nc(C)ccc23)cc1OC returned hK5 inh 2, p97 ATPase inh 3, eIF4E-4G inh -5, MDM2 E3 inh -68, Rad51 HR inh 8, 14-3-3 Bad inh 3, FXIa inh 1536 0, FXIIa inh 1536 7 and Wee1 degr inh -1.
For CN(c1ccccc1)S(=O)(=O)c1cc(C(=O)OCC(=O)N2CCN(C(=O)c3ccco3)CC2)ccc1Cl the results were hK5 inh -3, p97 ATPase inh 0, eIF4E-4G inh -1, MDM2 E3 inh -15, Rad51 HR inh 5, 14-3-3 Bad inh -5, FXIa inh 1536 -1, FXIIa inh 1536 4 and Wee1 degr inh -3.
COc1cc(CC(=O)O)ccc1O was read as hK5 inh 3, eIF4E-4G inh -14, MDM2 E3 inh 2, Rad51 HR inh -4, 14-3-3 Bad inh -4, FXIa inh 1536 3 and FXIIa inh 1536 11.
CCOC(=O)N1CCC(NC(=O)C2CCCN(c3nc4ccccc4o3)C2)CC1 (stereo not drawn) was read as hK5 inh 7, p97 ATPase inh 4, eIF4E-4G inh -1, MDM2 E3 inh -3, Rad51 HR inh 0, 14-3-3 Bad inh 4, FXIa inh 1536 19, FXIIa inh 1536 17 and Wee1 degr inh -1.
`O=C(CSc1nnc(SCc2cccc3ccccc23)s1)N=Nc1c(O)[nH]c2ccccc12` gave hK5 inh -1, p97 ATPase inh 3, eIF4E-4G inh 6, MDM2 E3 inh -16, Rad51 HR inh -1, 14-3-3 Bad inh 49, FXIa inh 1536 10, FXIIa inh 1536 1 and Wee1 degr inh 0.
`COc1ccc(CC(=O)c2cc(OC)c(OC)cc2CC(=O)O)cc1OC` gave hK5 inh 2, p97 ATPase inh 1, eIF4E-4G inh -2, MDM2 E3 inh -1, Rad51 HR inh 2, 14-3-3 Bad inh -18, FXIa inh 1536 8, FXIIa inh 1536 7 and Wee1 degr inh 0.
`COc1ccccc1NC(=O)NC(=O)N(C(C)C)S(C)(=O)=O` gave hK5 inh -7, p97 ATPase inh 1, eIF4E-4G inh -7, MDM2 E3 inh -25, Rad51 HR inh 3, 14-3-3 Bad inh -3, FXIa inh 1536 17, FXIIa inh 1536 26 and Wee1 degr inh 3.
`C1=Nc2c(Nc3ccccc3)ncnc2Oc2ccccc21` gave hK5 inh 0, p97 ATPase inh 6, eIF4E-4G inh -1, MDM2 E3 inh -17, 14-3-3 Bad inh 9, FXIa inh 1536 28, FXIIa inh 1536 26 and Wee1 degr inh -2.
For CCOC(=O)Nc1ccc(C(=O)Oc2ccccc2)c(O)c1 the results were hK5 inh -9, p97 ATPase inh -7, eIF4E-4G inh 0, MDM2 E3 inh -8, Rad51 HR inh -3, 14-3-3 Bad inh 0, FXIa inh 1536 7, FXIIa inh 1536 10 and Wee1 degr inh 10*.
Screening CC(C)(C)c1ccc(C(=O)Nc2cnccn2)cc1 returned hK5 inh -23, p97 ATPase inh -6, eIF4E-4G inh 1[fluorescence artefact?], MDM2 E3 inh -46, Rad51 HR inh -3, 14-3-3 Bad inh -8, FXIa inh 1536 -8, FXIIa inh 1536 -19 and Wee1 degr inh 0.
`O=C(O)C1Nc2c(C(=O)N3CCOCC3)cccc2C2C=CCC12` (stereo not drawn) gave hK5 inh 6, p97 ATPase inh -4, eIF4E-4G inh 17, MDM2 E3 inh 5, Rad51 HR inh -1, 14-3-3 Bad inh 16, FXIa inh 1536 7, FXIIa inh 1536 18 and Wee1 degr inh 2.
`CCOC(=O)C1CN(S(=O)(=O)c2ccc(OC)cc2)c2cc(S(=O)(=O)CC)ccc2O1` (stereo not drawn) gave hK5 inh -16, p97 ATPase inh -5, eIF4E-4G inh 8, MDM2 E3 inh -10, Rad51 HR inh 3, 14-3-3 Bad inh 8, FXIa inh 1536 6, FXIIa inh 1536 20 and Wee1 degr inh -2.
For Nc1[nH]c(N=NC(=O)c2ccccc2O)c2ccccc12 the results were hK5 inh -33, p97 ATPase inh 5, eIF4E-4G inh -6, MDM2 E3 inh -21, 14-3-3 Bad inh 22, FXIa inh 1536 10, FXIIa inh 1536 17 and Wee1 degr inh 14*.
`Cc1cc(C)n(-c2cc(-n3nc(C)cc3C)ncn2)n1` gave hK5 inh 0, p97 ATPase inh 2, eIF4E-4G inh 5, MDM2 E3 inh -17, Rad51 HR inh -6, 14-3-3 Bad inh 9, FXIa inh 1536 4, FXIIa inh 1536 5 and Wee1 degr inh -3.
Cc1ccc(OCCNC(=O)c2cccc(Oc3ccc(C(F)(F)F)cc3[N+](=O)[O-])c2)cc1 was read as hK5 inh -12, p97 ATPase inh -1, eIF4E-4G inh 5[fluorescence artefact?], MDM2 E3 inh -2, Rad51 HR inh -1, 14-3-3 Bad inh -10[fluorescence artefact?], FXIa inh 1536 5, FXIIa inh 1536 10 and Wee1 degr inh -3.
Screening CC(=O)NC(Cc1ccccc1C)C(=O)NC1CCN(c2ncccc2[N+](=O)[O-])CC1 (stereo not drawn) returned hK5 inh -4, p97 ATPase inh 3, eIF4E-4G inh 9, MDM2 E3 inh -13, Rad51 HR inh 6, 14-3-3 Bad inh -3[fluorescence artefact?], FXIa inh 1536 4, FXIIa inh 1536 16 and Wee1 degr inh -1.
For COCc1cc(C)nc(SCC[N+](C)(C)CC(=O)c2ccc(Br)cc2)c1C#N the results were hK5 inh 19, p97 ATPase inh -2, eIF4E-4G inh 1, MDM2 E3 inh -15, Rad51 HR inh -8, 14-3-3 Bad inh 0, FXIa inh 1536 14, FXIIa inh 1536 18 and Wee1 degr inh -1.
For Cc1c(Cl)cccc1NC(=S)NCCC(c1ccccc1)c1ccccc1 the results were hK5 inh -1, p97 ATPase inh 3, eIF4E-4G inh 3[fluorescence artefact?], MDM2 E3 inh -7, Rad51 HR inh 3, 14-3-3 Bad inh -1[fluorescence artefact?], FXIa inh 1536 6, FXIIa inh 1536 10 and Wee1 degr inh -2.
`O=C(c1ccc([N+](=O)[O-])cc1)N1CCC(Cc2ccccc2)CC1` gave hK5 inh -7, p97 ATPase inh -1, eIF4E-4G inh -7, MDM2 E3 inh 24, Rad51 HR inh 8, 14-3-3 Bad inh -1, FXIa inh 1536 -3, FXIIa inh 1536 6 and Wee1 degr inh -1.
For O=c1oc2cc(OCc3ccc(F)cc3F)ccc2cc1-c1ccccn1 the results were hK5 inh -190, p97 ATPase inh 1, eIF4E-4G inh 3, MDM2 E3 inh -5, Rad51 HR inh -10, 14-3-3 Bad inh 10, FXIa inh 1536 -40, FXIIa inh 1536 -9 and Wee1 degr inh 2.
`CC(C)(C)N1CC(c2nc3ccccc3n2Cc2ccc(F)cc2)CC1=O` (stereo not drawn) gave hK5 inh -20, p97 ATPase inh -2, eIF4E-4G inh -14, MDM2 E3 inh -31, Rad51 HR inh 2, 14-3-3 Bad inh -9, FXIa inh 1536 14, FXIIa inh 1536 26 and Wee1 degr inh -1.
`Cc1cccc2nc(CSc3nnc(N)s3)cn12` gave hK5 inh 4, p97 ATPase inh -1, eIF4E-4G inh 2, MDM2 E3 inh -4, 14-3-3 Bad inh -5, FXIa inh 1536 3, FXIIa inh 1536 11 and Wee1 degr inh -3.
Screening COc1ccc(-n2nnnc2SCC(=O)N2CCN(C(=O)c3ccco3)CC2)cc1OC returned hK5 inh -13, p97 ATPase inh 6, eIF4E-4G inh 6, MDM2 E3 inh -9, Rad51 HR inh 0, 14-3-3 Bad inh -5, FXIa inh 1536 -5, FXIIa inh 1536 -10 and Wee1 degr inh 2.
For Cc1ccc(S(=O)(=O)c2c(C)cc(C)nc2N2CCOCC2)cc1 the results were hK5 inh 6, p97 ATPase inh -3, eIF4E-4G inh 7, MDM2 E3 inh -2, Rad51 HR inh 0, 14-3-3 Bad inh -10, FXIa inh 1536 1, FXIIa inh 1536 7 and Wee1 degr inh -4.
Screening COC(=O)c1sccc1NC(=O)CC1NCCNC1=O (stereo not drawn) returned hK5 inh -8, p97 ATPase inh -5, eIF4E-4G inh -11, MDM2 E3 inh -11, 14-3-3 Bad inh -5, FXIa inh 1536 -11, FXIIa inh 1536 3 and Wee1 degr inh -4.
O=C(c1cnn2c(C(F)(F)F)cc(-c3cccs3)nc12)N1CCN(Cc2ccccc2)CC1 was read as hK5 inh -7, p97 ATPase inh -5, eIF4E-4G inh 2, MDM2 E3 inh -3, Rad51 HR inh 12, 14-3-3 Bad inh 3, FXIa inh 1536 1, FXIIa inh 1536 3 and Wee1 degr inh -2.
For O=c1c(C(c2ccc(Br)cc2)c2c(O)nc3n(c2=O)CCS3)c(O)nc2n1CCS2 the results were hK5 inh -1, p97 ATPase inh 8, eIF4E-4G inh 0, MDM2 E3 inh -16, 14-3-3 Bad inh -9, FXIa inh 1536 -2, FXIIa inh 1536 5 and Wee1 degr inh -4.

3 entries out of the list, sorted by length of the SMILES, falling.
C=C(C)CC1N(c2cccc(OC)c2)C(=O)C2C(C(=O)O)C3C=CC21O3 (stereo not drawn) was read as hK5 inh 45*, p97 ATPase inh -7, eIF4E-4G inh 4, MDM2 E3 inh -12, Rad51 HR inh -6, 14-3-3 Bad inh -2, FXIa inh 1536 -8, FXIIa inh 1536 -4 and Wee1 degr inh 0.
For Cc1c(Cl)cccc1NC(=S)NCCC(c1ccccc1)c1ccccc1 the results were hK5 inh -1, p97 ATPase inh 3, eIF4E-4G inh 3[fluorescence artefact?], MDM2 E3 inh -7, Rad51 HR inh 3, 14-3-3 Bad inh -1[fluorescence artefact?], FXIa inh 1536 6, FXIIa inh 1536 10 and Wee1 degr inh -2.
Screening CC(C)(C)c1ccc(C(=O)Nc2cnccn2)cc1 returned hK5 inh -23, p97 ATPase inh -6, eIF4E-4G inh 1[fluorescence artefact?], MDM2 E3 inh -46, Rad51 HR inh -3, 14-3-3 Bad inh -8, FXIa inh 1536 -8, FXIIa inh 1536 -19 and Wee1 degr inh 0.
